Bioassay records: PubChem, several laboratories
GlmU inhibition = inhibition of mycobacterial GlmU enzyme – biochemical, glucosamine-1-phosphate acetyltransferase (AID 1376); 220,000 compounds, 0.25% hits; M. tuberculosis GlmU acetyltransferase enzyme assay; higher % means a stronger effect; inhibition, %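 (tested at 30 µM in the primary screen)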; hits with a dose series show IC50 in µM; Bifunctional protein GlmU (Mycobacterium tuberculosis (strain ATCC 25618 / H37Rv)); in the data active = inhibition above about 13%;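 note: 0% = complete reaction with vehicle and 100% = reaction without substrate; strong numbers were not always called active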
Mtb RmlCD inh = M. tuberculosis RmlC/RmlD coupled enzyme inhibitors, primary screen, biochemical, compound mixtures, 384-well, from 1536-well plates; dTDP-4-dehydrorhamnose reductase (Mycobacterium tuberculosis (strain ATCC 25618 / H37Rv)) …; RmlC+RmlD coupled enzyme assay, percent inhibition; primary screen in compound mixtures; inhibition, % at 3.6 µM; 160,000 compounds, 0.03% hits; AID 1533, 2009; in the data active = inhibition mostly above about 34%, no sharp cut-off; note: some results filed as inactive read as strong as hits
Target sequence (P9WH09 whole entry, looked up): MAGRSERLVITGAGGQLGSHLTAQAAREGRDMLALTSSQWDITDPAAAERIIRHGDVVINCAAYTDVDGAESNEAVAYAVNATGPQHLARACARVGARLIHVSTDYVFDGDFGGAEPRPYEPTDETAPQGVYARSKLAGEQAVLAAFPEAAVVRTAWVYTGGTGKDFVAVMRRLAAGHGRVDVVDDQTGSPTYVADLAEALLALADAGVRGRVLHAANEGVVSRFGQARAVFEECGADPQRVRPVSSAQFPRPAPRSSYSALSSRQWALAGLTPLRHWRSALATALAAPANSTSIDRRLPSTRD
Target sequence (P9WH11 whole entry, looked up): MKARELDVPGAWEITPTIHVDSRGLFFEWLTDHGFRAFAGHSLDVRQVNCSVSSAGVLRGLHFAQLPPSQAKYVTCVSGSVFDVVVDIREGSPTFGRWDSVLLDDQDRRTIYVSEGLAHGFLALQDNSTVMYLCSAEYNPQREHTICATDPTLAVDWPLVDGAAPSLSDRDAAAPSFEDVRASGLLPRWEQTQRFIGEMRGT
Active calls of the source: *; x = no result given. Some of the compounds tested, so the mix of outcomes need not match the whole.

mol	GlmU inhibition	Mtb RmlCD inh
CSCCC(C(=O)OC1CCOC1=O)N1C(=O)c2ccccc2C1=O (centres undefined)	2.9%	1.8
CCOc1ccccc1OCCCC(=O)NC1=NCCS1	-3.4%	-6.6
CS(=O)(=O)NCCC1=CCCCC1	-4.9%	x
CON(C)C(=O)Nc1ccc(Cl)cc1	-1.8%	1.7
CCCCc1nnc(NC(=O)C=C(C)C)s1	-3.9%	x
Cc1cc(C)nc(SCC(=O)N/N=C/c2cccc([N+](=O)[O-])c2)n1	-2.9%	-5.9
Cc1nn(Cc2ccc(C(=O)Nc3ccccc3C(F)(F)F)o2)c(C)c1Br	-6.5%	-1.4
O=C(CCn1c(=S)[nH]c2ccccc2c1=O)NCCSCc1ccccc1	2.7%	-7.2
Cc1nn(-c2ccccc2)c(C)c1/C=N/NC(=O)c1cc(-c2cccs2)[nH]n1	-0.4%	5.5
O=c1[nH]c(SCc2c(Cl)cccc2Cl)nc2ccccc12	2.2%	-8.2
Cc1cc(C)n(-c2ccc(C(=O)Nc3ccc(S(=O)(=O)NCc4ccco4)cc3)cc2)n1	1.9%	-9.0
O=C(CN1C(=O)C2CCCN2c2ncc(Cl)cc21)NCc1ccc2c(c1)OCO2 (centres undefined)	-0.4%	12.4
CCC(=O)c1cn(CC(=O)OC)c2ccccc12	0.8%	-3.1
O=C(NCc1cn2ccccc2n1)c1ccccc1	8.6%	-4.7
CC(=O)Nc1ccc(-c2nn[nH]n2)cc1	0.8%	x
CC(C)NC(=S)Nc1cccc2cnccc12	1.4%	1.0
CC(=O)NC(CC(C)C)C(=O)NC(Cc1ccccc1)C(N)=O (centres undefined)	-1.1%	x
CN1/C(=C\C(=O)Nc2ccc(Cl)cc2)C(C)(C)c2ccccc21	-1.0%	-9.8
Cc1ccc(N/N=C2\COC(C)(C)CC2=O)cc1	2.0%	x
CCOC(=O)CNC(=O)CSc1nc(NCc2ccccc2)nc(N(C)C)n1	-3.6%	x
O=C(N/N=C/c1oc(O)c2ccccc12)c1ccccc1O	-1.4%	-7.0
Cc1ccccc1CNC(=O)c1ccccc1	5.9%	-4.5
Cc1nnc(NC(=O)Cc2ccc(OCc3c(C)noc3C)cc2)s1	1.6%	-3.7
CCOP(=O)(OCC)C(NC(=O)CN1C(=O)c2ccccc2S1(=O)=O)C(Cl)(Cl)Cl (centres undefined)	5.5%	-3.8
CC(/C=N/NC(=O)c1cc(-c2cccs2)[nH]n1)=C\c1ccccc1	2.4%	8.4
O=C(CC1COc2ccccc2O1)Nc1ccccn1 (centres undefined)	4.3%	x
Nc1nc(NCCCN2CCOCC2)nc(Nc2cccc(F)c2)c1[N+](=O)[O-]	3.7%	-3.0
NC(=O)c1ccccc1OCC(=O)Nc1ccc(Cl)c(Cl)c1	0.2%	-2.5
CCCNC1CCS(=O)(=O)C1 (centres undefined)	0.1%	x
O=c1c2cnn(-c3ccc(F)cc3)c2ncn1Cc1ccccc1	5.0%	-2.4
O=C(N/N=C/c1ccccc1)c1sccc1OCc1ccc(F)cc1	2.6%	x
CCCCC(CC)C(=O)Nc1ccc(C#N)cc1 (centres undefined)	-0.4%	6.7
CCCC(=O)Nc1cc(C)c(NC(=O)Cc2ccccc2)cn1	x	-6.6
O=C(Cn1cnnn1)Nc1cccc(S(=O)(=O)N2CCCCC2)c1	-1.8%	5.5
COC(=O)c1c(-c2ccccc2Cl)noc1/C=C/N(C)C	x	25.7
COc1ccc(C)cc1NC(=O)c1cc2c(CO)cnc(C)c2oc1=N	1.1%	x
COc1cccc(CN2CCN(C(=O)c3cccc(F)c3)CC2)c1	7.9%	x
COC(=O)c1ccc(-c2ccc(Cl)cc2)nc1C	7.0%	6.5
CCCCn1c(SCC(=O)N2CCCC2)nc2c1c(=O)n(C)c(=O)n2C	4.8%	x
CNC(=S)NNC(=O)c1cccn(Cc2ccccc2)c1=O	-1.6%	-12.6
O=C(NCC1CC1)Nc1cccs1	3.5%	-7.7
C=CCNC(=O)CSc1nnc(-c2ccccc2Cl)n1-c1c(C)n(C)n(-c2ccccc2)c1=O	0.6%	x
O=C(NNc1cc(N2CCOCC2)nc(N2CCOCC2)n1)c1ccc(Cl)c(Cl)c1	5.7%	5.2
COC(=O)C1=C(c2ccc(S(C)(=O)=O)cc2)C[C@@H]2CC[C@H]1N2C(=O)NCc1ccccc1	3.1%	x
CCOC(=O)/C(=N\Nc1ccccc1Cl)N(C)C1CCS(=O)(=O)C1 (centres undefined)	0.5%	x
CCOc1cc(-c2cc(-c3ccc(N)cc3)nc(N)c2C#N)ccc1O	-1.6%	-6.3
Oc1c(CN2CCOCC2)cc(COCc2ccccc2)c2cccnc12	-8.9%	29.6
COc1ccc(CCNC(=O)CNC(=O)Cn2cnc3sc(C)c(C)c3c2=O)cc1OC	-2.1%	6.8
CC(=O)NC(CCS(C)(=O)=O)C(=O)Nc1cccc(C(C)=O)c1 (centres undefined)	0.7%	10.7
CCc1nnc(NC(=O)c2nc3nc(C)cc(C)n3n2)s1	x	-3.1
Cc1cccc(CN2CCN(CC(=O)NCc3cccs3)C2=O)c1	-1.3%	-7.7
C/C(=N\NC(=S)Nc1ccc(C)cc1)c1cc2ccccc2o1	-2.9%	8.3
Cc1cccc(OCCCC(=O)Nc2ccc3c(c2)OCO3)c1	2.9%	-13.8
O=C(/C=C/c1ccccc1Cl)Nc1cccc(S(=O)(=O)NC2=NCCCCC2)c1	4.8%	7.8
Cc1ccc(C2=Nc3ccccc3N(C(=O)c3ccccc3)C(C)C2)cc1 (centres undefined)	7.2%	-7.4
Cc1c(NS(C)(=O)=O)cccc1-c1nc2cccnc2s1	2.7%	x
CCn1c(SCC(=O)c2ccc(Cl)cc2)nnc1-c1cccs1	-2.5%	x
CCOC(=O)c1[nH]c(C(=O)O)c(CCC(=O)OC)c1C	-1.9%	x
Cc1cc(C)c2c(n1)sc1c(=O)n(CC(=O)c3ccccc3)cnc12	3.8%	-9.1
CCCc1nnc(NC(=O)c2cccs2)s1	3.2%	x

The list goes on.
mol	GlmU inhibition	Mtb RmlCD inh
CCOC(=O)N1CCN(C(=O)c2ccc(C#CC3(O)CCCCC3)cc2)CC1	x	0.8
COc1cc(NC(=O)c2cccs2)c(OC)cc1NC(=O)c1ccco1	2.9%	x
O=C(NCc1ccccc1)c1ccc2nc(N3CCOCC3)sc2c1	0.7%	3.9
C/C(=C(\C#N)C(=O)NCCN1CCOCC1)N(C)C	-2.8%	-6.5
Cc1ncc([N+](=O)[O-])n1CC(=O)NC1CCCCC1	-1.1%	5.3
Cc1ccc(S(=O)(=O)N(C(=O)c2ccncc2)c2ccc3oc4c(c3c2)CCCC4)cc1[N+](=O)[O-]	-1.7%	0.6
Cc1sc2nc(C)n(/N=C/c3ccc(O)cc3O)c(=O)c2c1C	3.8%	1.0
O=C(CCN1C(=O)COc2ccccc21)NCCCN1CCN(c2ccccc2F)CC1	-2.1%	6.4
O=C(/C=C/c1cccc([N+](=O)[O-])c1)NCC1CCCO1 (centres undefined)	2.2%	x
Clc1ccc(OCc2nnc(-c3ccccc3Br)o2)cc1	-6.4%	4.3
CCOc1ccc(NS(=O)(=O)c2ccc(NC(=S)NC(C)=O)cc2)cc1	-5.7%	6.6
N/C(=N\OC(=O)N1CCOCC1)c1ccc(Cl)cc1	-3.1%	-3.6
COc1ccc(-c2nnn(CC(=O)N(Cc3ccc(F)cc3)C(C(=O)NC3CCCC3)c3ccc(F)cc3)n2)cc1 (centres undefined)	0.2%	x
COc1ccc(C(CCNCc2ccc(F)cc2)c2ccc(F)cc2)cc1 (centres undefined)	-3.5%	x
COc1ccc(-n2c(SCc3cn4c(C)cccc4n3)nc3ccccc3c2=O)cc1OC	5.8%	12.5
NS(=O)(=O)c1ccc(NC(=O)/C=C/c2cccs2)cc1	2.6%	-5.1
O=C1CCCN=C(Nc2ccc(F)c(Cl)c2)S1	-6.2%	x
C/C(=N/NC(=O)c1ccc2c(c1)OCO2)c1ccc(Br)s1	-4.6%	59.9
COc1cc(NC(=S)NC(=O)c2ccccc2F)ccc1NC(=O)c1ccco1	-3.5%	-7.1
Cc1ccc(S(=O)(=O)N2CN(Cc3ccco3)c3nc4ccccc4nc32)cc1	-2.2%	10.2
CC(=O)c1ccc(NC(=O)c2ccc(CNc3c(N4CCCC4)c(=O)c3=O)cc2)cc1	-2.8%	5.7
Cc1cc(O)cc(O[C@H]2OC(CO)[C@H](O)[C@@H](O)[C@H]2O)c1 (some centres undefined)	3.0%	x
CCOc1ccccc1N(CC(=O)NCCOC)C(=O)CCC(=O)Nc1ccccn1	-0.5%	0.9
CC(=O)c1cc(-c2ccccc2)n(CC(=O)N2CCCCC2)c1C	-0.1%	13.7
O=C(CN1CC(=O)Nc2ccccc21)Nc1ccc(F)c(F)c1	3.9%	10.6
O=c1c(Br)c(Br)cnn1-c1ccccc1	-5.7%	9.2
CC(=O)N1CCCc2cc(S(=O)(=O)N(CC(C)C)CC(C)C)ccc21	-3.6%	x
Cc1ccc(NC(=O)c2ccc3c(c2)C(=O)N(CC2CCCO2)C3=O)cc1C (centres undefined)	-2.0%	9.5
O=C(c1ccc(OC2CCN(Cc3ccccn3)CC2)cc1)N1CCCCO1	-1.4%	-8.9
Cc1ccccc1CS(=O)(=O)Cc1ccc(C(=O)NCCCN2CCCC2=O)o1	x	34.7
O=C1CC(N2CCN(C/C=C/c3ccccc3)CC2)C(=O)N1CCc1ccccc1 (centres undefined)	3.2%	x
Cc1cc(C)cc(OCC(O)CN2C(=O)NC(C)(C)C2=O)c1 (centres undefined)	-4.1%	3.6
CCCNC(=O)CSc1nnc(-c2ccccc2Br)n1-c1cccc(C(F)(F)F)c1	1.7%	-7.7
CC1(C)Cc2c(c(N3CCOCC3)nc3sc4c(N5CCOCC5)nnnc4c23)CS1	x	11.0
CCOC(=O)c1ccc(NS(=O)(=O)c2cc(-c3nnnn3C(C)C)ccc2OC)cc1	-0.3%	x
O=C(Nc1nc(N2C(=O)c3ccccc3C2=O)n(-c2ccccc2)n1)c1ccccc1	-2.6%	16.8
COc1ccccc1Nc1nc(NCCO)c2ccccc2n1	1.6%	x
CN(C)CCNC(=O)c1cc2cc(Br)ccc2oc1=O	-4.2%	8.5
CC(C)c1cccc(C(C)C)c1NC(=O)COC(=O)C1=COCCO1	-2.7%	8.1
O=C(CN1C(=O)C(c2ccc(F)cc2)=NC12CCCC2)Nc1ccc(F)cc1	-2.6%	-6.0
COC(=O)C(O)(c1ccc(NC(=O)c2cccs2)c(C)c1)C(F)(F)F (centres undefined)	-1.4%	12.3
COC(=O)C1CCN(c2cc(=O)n(-c3ccccc3Cl)c(=O)[nH]2)CC1	-4.8%	x
O=C(O)Cc1c(C(=O)O)nnn1-c1ccc(Cl)cc1Cl	-2.4%	-9.9
COc1ccc([N+](=O)[O-])cc1NC(=O)C(C)OC(=O)c1ccccc1C(=O)c1ccc(Cl)cc1 (centres undefined)	-3.9%	9.8
COc1ccc(N2C(=O)CC(n3c(CCCCO)nc4ccccc43)C2=O)cc1 (centres undefined)	17.8%	x
Cc1ccc(NS(=O)(=O)c2ccc(OCC(=O)NCc3ccncc3)cc2)cc1	0.4%	-5.9
CCC1(C(=O)O)NC(c2cc(OC)ccc2O)C2C(=O)N(Cc3ccccc3)C(=O)C21 (centres undefined)	2.4%	-3.8
Cc1c(C#N)c(=O)c(-[n+]2ccccc2)c([S-])n1-c1ccc(Cl)cc1	-1.7%	x

7 structures already listed, sorted by molecular weight, rising:
mol	GlmU inhibition	Mtb RmlCD inh
COc1ccccc1Nc1nc(NCCO)c2ccccc2n1	1.6%	x
O=C(O)Cc1c(C(=O)O)nnn1-c1ccc(Cl)cc1Cl	-2.4%	-9.9
CN(C)CCNC(=O)c1cc2cc(Br)ccc2oc1=O	-4.2%	8.5
CC(C)c1cccc(C(C)C)c1NC(=O)COC(=O)C1=COCCO1	-2.7%	8.1
COC(=O)C1CCN(c2cc(=O)n(-c3ccccc3Cl)c(=O)[nH]2)CC1	-4.8%	x
O=C(CN1C(=O)C(c2ccc(F)cc2)=NC12CCCC2)Nc1ccc(F)cc1	-2.6%	-6.0
COc1ccc(N2C(=O)CC(n3c(CCCCO)nc4ccccc43)C2=O)cc1 (centres undefined)	17.8%	x

Later entries.
mol	GlmU inhibition	Mtb RmlCD inh
CC1(c2ccccc2)NC(=O)N(CC#N)C1=O (centres undefined)	-3.6%	9.5
O=C(NC(=S)Nc1ccc2c(c1)OCCO2)c1ccccc1	3.6%	2.8
Cc1cccc(C)c1NC(=O)CCCSc1nnc(-c2ccco2)o1	1.5%	16.4
CN(C(=O)CSc1nc2ccccc2s1)c1c(N)n(Cc2ccccc2)c(=O)[nH]c1=O	2.2%	4.7
CCOC(=O)N1CCC(NC(=O)CCc2c(C)nc3ncnn3c2C)CC1	-3.9%	-0.6
COc1cc(CC(=O)Nc2ccccc2N2CCOCC2)cc(OC)c1OC	2.5%	1.0
O=c1ccc(Cc2ccccn2)n[nH]1	-4.1%	-6.4
